TWEAK-Fn14 inh = inhibitors of TWEAK-Fn14 interaction signaling | TWEAK-stimulated Fn14 reporter cells, luciferase luminescence, 8 h | inhibition, % at 10 µM | 360,000 tested, 2% active; in the data active = inhibition above about 50%
TROY NFkB inh = inhibitors of TROY-dependent NF-kB signaling; AID 1347056; inhibition, % at 10 µM; 360,000 tested, 0.98% active; Q293 LMP1-TROYcd NF-kB luciferase reporter, 4 h;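 active = compounds whose plate-normalised and pattern-corrected inhibition of the luciferase reporter signal at the single screening dose is 50% or more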
KKLEB cytotox = reduces viability of KKLEB cystic fibrosis airway cells; KKLEB CF airway cells viability, ATPlite luminescence, overnight; stronger effect = lower value; cells stimulated with P. aeruginosa culture filtrate; activity change (cytotoxicity), % at 5 µM; 360,000 tested, 0.36% active; AID 602141;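 active = corrected activity change at or below -50% at 5 µM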
NR2E3 ag-1 = activates human NR2E3 receptor; AID 602229; CHO-S Gal4-NCOR/VP16-NR2E3 two-hybrid, luciferase; inhibition of corepressor binding, % at 3.98 µM; 360,000 tested, 0.35% active; Q9Y5X4;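 active = inhibition above the mean of all tested compounds plus 3 SD, cut at about 70% in these data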;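 also: 0% = DMSO with NR2E3 transfected cells and 100% = cells lacking NR2E3 construct; higher means lower luciferase signal from less NR2E3 corepressor binding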
Target sequence (Q9Y5X4 whole entry, looked up, the tested form may be a part): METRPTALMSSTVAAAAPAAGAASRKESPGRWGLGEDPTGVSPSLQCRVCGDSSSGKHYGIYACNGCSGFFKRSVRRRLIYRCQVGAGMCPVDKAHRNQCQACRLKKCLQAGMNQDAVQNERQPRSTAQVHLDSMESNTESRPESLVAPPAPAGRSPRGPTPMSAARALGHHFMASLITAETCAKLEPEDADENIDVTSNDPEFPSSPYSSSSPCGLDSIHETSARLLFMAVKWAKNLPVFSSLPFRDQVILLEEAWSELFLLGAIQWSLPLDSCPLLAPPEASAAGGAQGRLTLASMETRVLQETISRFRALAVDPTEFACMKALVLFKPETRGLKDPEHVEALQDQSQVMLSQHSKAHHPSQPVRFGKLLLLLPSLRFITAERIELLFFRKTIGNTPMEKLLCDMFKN
TRPM1 prom inh = inhibitors of MITF-driven TRPM1 promoter in melanoma cells; inhibition, % at 12.5 µM; AID 488899; SK-MEL-5 TRPM1 promoter luciferase, 24 h; 330,000 tested, 0.83% active;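 active = mean inhibition across replicates of 60% or more, whatever share of single replicates reaches that level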; also: values of inactives mirror those of a sister screen read the other way
Shn3 3UTR inh = inhibitors of Schnurri-3 3'UTR reporter in osteoblasts; 360,000 tested, 0.52% active; inhibition, % at 12.5 µM; Clone20 osteoblast Shn3 3'UTR firefly luciferase, 24 h;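 active = mean inhibition of at least 75% with every replicate also reaching 75%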;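 also: 0% = median of neutral control wells and 100% = pilot-screen positive control compound; some compounds past the cut are filed as inactive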
HIF-2a block = blocks HIF-2a reporter activity; 360,000 tested, 0.72% active; 786-0 RCC cells HIF-2a reporter, luciferase luminescence, overnight; inhibition, % at 18.8 µM;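 active = inhibition of the luminescence signal of 40% or more relative to plate controls, in a single-dose primary screen at 18.75 µM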
NR2E3 ag-2 = NR2E3 (human) agonism | AID 2300 | Q9Y5X4 | 320,000 tested, 0.12% active | inhibition of corepressor binding, % at 4.78 µM | GST-NR2E3/biotin-RetCOR TR-FRET, 1536-well;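 active = percent inhibition above the cutoff of mean plus 3 SD of all tested compounds, set per screening campaign, cut at about 20% in these data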;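 also: 0% = DMSO wells and 100% = biotin wells as full block of FRET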
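Material: NR2E3–RetCOR corepressor complex / Amount: 1.35 nM GST-NR2E3 / Medium: Tris pH 7.5 / Compound: single nominal compound dose of 4.8 µM / Incubation: 5 h at 4 °C / Technique: TR-FRET, Eu(K)-anti-GST donor, streptavidin-D2 acceptor, ex 340, em 617/671 nm / Read-out basis: percent loss of FRET ratio relative to control wells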
Peg3 promoter = Peg3 promoter activity inhibition | inhibition, % at 20 µM | 360,000 tested, 1.7% active | AID 588405 | HeLa PEG-Prom luciferase reporter, luminescence, overnight;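 active = inhibition of at least 50% at 20 µM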
CF NFkB block = cystic fibrosis NF-kB activation inhibition; KKLEB NF-kB-GFP reporter, PAF-induced, GFP fluorescence overnight; inhibition, % at 5 µM; 360,000 tested, 0.86% active; AID 588850;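 active = at least 50% inhibition at 5 µM, scaled per plate between neutral and stimulator controls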;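 also: PAF is a Pseudomonas aeruginosa culture filtrate used as stimulus; plate controls were PAF-stimulated DMSO wells for no effect and unstimulated DMSO wells for full effect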
TRAIL sens C8 = caspase-8 TRAIL sensitization | NB7+C8 cells + TRAIL, ATPlite viability luminescence | inhibition (viability loss, TRAIL sensitization), % at 10 µM | 360,000 tested, 1% active;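 active = compounds causing at least 50% loss of cell viability in the single-dose screen, relative to plate controls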
Numbers without * were called inactive; nt = no result given.

SMILES | TWEAK-Fn14 inh | TROY NFkB inh | KKLEB cytotox | NR2E3 ag-1 | TRPM1 prom inh | Shn3 3UTR inh | HIF-2a block | NR2E3 ag-2 | Peg3 promoter | CF NFkB block | TRAIL sens C8
Cc1ccc(NC(=O)C(C)N2C(=O)c3ccccc3C2=O)nc1 (configuration not stated) | -3 | -7 | -3 | 4 | 3 | -5 | 15 | 5 | 8 | 4 | -1
CCCN(C(=O)COC(=O)CNC(=O)c1ccc2ccccc2c1)c1c(N)n(Cc2ccccc2)c(=O)[nH]c1=O | 11 | -19 | 14 | -23 | -12 | -14 | 0 | -1 | -8 | -9 | -4
O=C(CSc1nnc(-c2ccc(O)cc2)o1)Nc1ccccc1Br | -5 | -11 | -1 | -100 | -51 | -66 | -203 | -1 | -319 | -7 | 5
CCc1ccc(C(=O)COC(=O)c2n[nH]c3ccccc23)cc1 | 62* | 12 | -14 | 4 | -54 | -49 | -61 | 2 | -144 | 5 | 3
COc1cccc(NC(=O)CN(C)C(=O)c2csc3c2CCCC3)c1 | -12 | 0 | 15 | -19 | -7 | 9 | 15 | 3 | 6 | 4 | -1
Cc1ccc(S(=O)(=O)N2CCC(C(=O)N3Cc4ccccc4C3)CC2)cc1 | 5 | 15 | -8 | 9 | -3 | 2 | 6 | -4 | 16 | 22 | -28
CN(C)CCCN(C(=O)c1cc(-c2cccs2)nc2ccccc12)c1nc2c(F)cccc2s1 | -9 | -33 | -21 | -14 | 53 | 4 | 8 | 0 | 71* | 31 | 7
CCCc1nc2oc(C(=O)OCC)c(N)c2c2c1COC(C)(C)C2 | 9 | -4 | -7 | 3 | 0 | 9 | 18 | 4 | 12 | 12 | 0
Cc1nnc(NC(=O)CSc2ncc(-c3ccccc3)[nH]2)s1 | -6 | -18 | -9 | -11 | -2 | -7 | -38 | 0 | -35 | 29 | 2
C=CCN1C=C2C(=O)C(C)(OC(=O)c3ccc(OC)cc3)C(=O)C(c3ccco3)=C2C=C1CCCC (configuration not stated) | 11 | -18 | 6 | 9 | 5 | -30 | 11 | 14 | 6 | -3 | -4
CCC1C(=O)N(C)CCc2ccccc21 (configuration not stated) | -7 | -17 | -1 | 34 | -4 | 9 | 9 | 1 | 17 | -1 | -1
CN1NC(=O)CC1c1ccccc1 (configuration not stated) | 16 | 2 | 5 | -16 | 7 | 1 | 15 | nt | -1 | -10 | -21
CCc1ccc(N2CC(C(=O)Nc3cccc(S(=O)(=O)N4CCCC4)c3)CC2=O)cc1 (configuration not stated) | 0 | 5 | 6 | 13 | 16 | 19 | 7 | 3 | 18 | 15 | 1
Cc1ccc(C(=O)Nc2cc([N+](=O)[O-])ccc2C)cc1 | 3 | -19 | 0 | -10 | 2 | -6 | -22 | -2 | -42 | -8 | -2
C=CCn1c(SCC(=O)Nc2cccc(C(=O)OC)c2)nnc1C(C)NC(=O)c1cccs1 (configuration not stated) | -11 | -17 | 6 | -29 | 1 | -6 | -15 | 1 | 0 | -4 | -10
COC(=O)c1cccc(NC(=O)CCCOc2cccc(C)c2)c1 | 2 | 9 | -2 | -6 | 8 | -8 | 11 | -3 | 17 | 13 | 3
CSc1ccccc1NC(=O)Nc1ccc(F)c(Cl)c1 | -12 | -47 | -7 | -15 | -32 | -22 | -266 | 3 | -121 | -9 | -4
COc1cccc2c1OCC(CN1CCN(Cc3ccccc3)C(CCO)C1)=C2 (configuration not stated) | 15 | 11 | 0 | -7 | -12 | nt | 13 | 2 | 16 | 5 | 6
COCC(=O)N1CCC(Oc2ccc(C(=O)N(C)C3CCCCC3)cc2)CC1 | 18 | -20 | -9 | -1 | 4 | -8 | -4 | nt | 8 | 6 | 5
CC(C)CN(C(=O)c1ccc(S(=O)(=O)N2CCCCC2)cc1)C1CCS(=O)(=O)C1 (configuration not stated) | 9 | 6 | -9 | -28 | 9 | -10 | 13 | nt | 4 | 0 | -9
CCn1cc(CNC(=O)c2cc(Cl)ccc2OC)c(C)n1 | -1 | nt | -18 | -1 | 9 | -40 | 17 | 3 | 12 | -20 | -4
Cc1ccc(CCNc2ccc3ccccc3c2)cn1 | -10 | nt | 16 | -28 | -17 | -14 | -136 | 2 | -119 | -19 | 21
COC(=O)C1=C(C)NC2=C(C(=O)CC(C)(C)C2)C1c1cccc(C)n1 (configuration not stated) | 21 | -3 | 0 | -13 | 0 | -19 | 11 | 2 | 24 | -17 | 6
CC(C(=O)NCc1cccnc1)N1C(=O)c2ccccc2C1=O (configuration not stated) | 8 | 10 | -18 | -40 | 15 | 4 | 11 | 6 | 12 | 4 | -3
O=C(NCc1ccc(C(F)(F)F)cc1)c1ccc(-c2ccc(F)c(F)c2)c2ccoc12 | 2 | 13 | 3 | -28 | nt | 18 | -19 | nt | -6 | -2 | 4
CC(C)=CC(=O)O[C@@H]1Cc2c(ccc3ccc(=O)oc23)OC1(C)C | -8 | -29 | -6 | -26 | -7 | -17 | -46 | nt | -1 | -6 | 10
CC1CN(C(=O)CCC(=O)NCc2ccccc2)c2ccccc2S1 (configuration not stated) | 1 | 7 | -3 | -26 | nt | 1 | -1 | 1 | -7 | 0 | -5
O=C(Nc1ccc2oc(-c3ccc(F)cc3)nc2c1)c1ccccc1F | -7 | 8 | -11 | -13 | -18 | -55 | -82 | -6 | -83 | -17 | -4
Cc1c(NC(=O)Cn2[nH]c(=O)c3ccccc3c2=O)c(=O)n(-c2ccccc2)n1C | 13 | 4 | 1 | -26 | 15 | 2 | 4 | 0 | -3 | -8 | -3
CCOC(=O)c1c(NC(=O)CN2C(=O)NC3(CCCCC3)C2=O)sc(C)c1-c1ccc(C)cc1 | -30 | 3 | -9 | -27 | 12 | 22 | 14 | -3 | 6 | 21 | 3
O=C(NCc1ccccc1)C1CCN(S(=O)(=O)c2cc([N+](=O)[O-])ccc2Cl)CC1 | -3 | 11 | -6 | 15 | 20 | -21 | 13 | 5 | -1 | -6 | 1
O=C(COc1ccccc1)Nc1ccc2c(c1)Cc1cc(NC(=O)COc3ccccc3)ccc1-2 | -21 | -14 | 6 | 5 | 11 | -23 | 11 | -2 | 15 | -3 | 13
Oc1ccccc1C=NC1=NN(c2cccc(C(F)(F)F)c2)CC1 | -3 | 1 | 1 | -24 | -22 | -12 | -35 | -10 | -2 | -4 | 4
Cc1c(C(=O)NCc2ccc3c(c2)OCO3)sc(=O)n1Cc1ccc(S(C)(=O)=O)cc1 | -9 | -1 | -1 | 5 | nt | -15 | -3 | nt | 6 | -7 | -6
COC(=O)CSc1nc2ccccc2o1 | -12 | -35 | -1 | -6 | 9 | 6 | 3 | 2 | 9 | -7 | 14
O=C(COC(=O)c1ccc(Cl)c(S(=O)(=O)N2CCN(c3ccc(F)cc3)CC2)c1)Nc1cccc(Cl)c1 | 20 | 16 | 10 | -2 | 1 | -4 | 4 | -3 | 2 | -9 | 23
O=C1NC(Cc2ccccc2)c2nc3cc(F)c(F)cc3c(=O)n2-c2ncccc21 (configuration not stated) | 32 | 4 | -4 | -3 | nt | 7 | 5 | nt | 5 | 10 | 24
Nc1cccc2c1C(=O)N(CCOc1ccccc1F)C2=O | 59* | 19 | 2 | -118 | -12 | -31 | -77 | 2 | -131 | -16 | -1
N#Cc1ccc(NC(=O)Nc2cccc(C#N)c2)cc1 | -34 | 28 | -6 | -1 | -24 | 12 | -51 | nt | 28 | 3 | -4
Cc1[nH][nH]c(=O)c1C(c1ccc(-c2ccccc2C(=O)O)o1)c1c(C)[nH][nH]c1=O | -5 | -5 | -7 | -32 | 4 | 6 | 12 | 12 | 21 | -5 | -2
C=CCNC(=O)c1ccc(CN2CCC(Cc3ccccc3)CC2)cc1 | -26 | 36 | -16 | 21 | 4 | 18 | 10 | 1 | -10 | 5 | 9
COC(=O)c1ccc2c(=O)n(CCCCCC(=O)N3CCN(c4ccccc4)CC3)c(=O)[nH]c2c1 | 48 | 41 | 2 | -7 | 8 | 78 | 3 | 1 | 47 | -8 | 27
Cc1nnc(SCC(=O)Nc2ccc(S(N)(=O)=O)cc2)n(N)c1=O | -4 | -53 | 4 | 3 | -6 | -6 | -2 | nt | 0 | -1 | -6
COc1ccc2c(c1)c(=O)c(C(=O)c1ccc(C)cc1)cn2CC(=O)Nc1ccc(F)cc1 | 2 | -3 | 4 | -1 | 11 | 19 | 3 | 5 | 12 | -50 | -1
Cc1nc2scc(C)n2c(=O)c1S(=O)(=O)NCCc1ccccc1 | -6 | 10 | 6 | -33 | 1 | 23 | 4 | -5 | 2 | 0 | 6
O=C(Nc1nnc([C@H]2C[C@H](O)[C@@H](CO)O2)s1)c1ccc(Oc2ccccc2)cc1 | -8 | -22 | 13 | -21 | nt | 8 | -49 | nt | -43 | 7 | -4
Cc1ccc(S(=O)(=O)Nc2ccc(=O)n(Cc3ccc(Cl)c(Cl)c3)c2)cc1 | 19 | -11 | -10 | 23 | 11 | 12 | 3 | -1 | 8 | 10 | 11
COc1ccc(CCn2c(-c3ccco3)nc3nc4ccccc4nc32)cc1 | 57* | 32 | -3 | -35 | -14 | -31 | -118 | 2 | -69 | -10 | 10
O=C(O)c1ccc(NC2=Nc3cccc4cccc2c34)cc1 | 1 | -14 | 6 | -32 | -39 | 15 | -32 | nt | -161 | -16 | 6
C=CCn1c(NCc2ccc(N(C)C)cc2)nc2ccccc21 | -14 | -13 | 4 | -13 | -26 | -7 | -98 | 6 | -88 | 0 | 17
O=C(CCSc1ccccc1)Nc1ccccc1C(=O)N1CCCC1 | 18 | 5 | 5 | 20 | 1 | 13 | 8 | 1 | 11 | -7 | 4
O=C(COC(=O)Cn1cnc2ccccc21)Nc1cc2c(cc1Cl)C(=O)c1ccccc1C2=O | -79 | -41 | 13 | -43 | -1 | -33 | -241 | 14 | -235 | -222 | 18
O=C(CCOc1ccccc1)Nc1ccc(S(=O)(=O)N2CCCC2)cc1 | 9 | -5 | -2 | 3 | -1 | 1 | 4 | 0 | 19 | -9 | -9
COCC1CCN(C(=O)c2cc(COc3cc(C)c(Cl)c(C)c3)on2)C1 (configuration not stated) | -38 | -19 | -12 | -89 | -70 | -112 | -244 | 3 | -232 | 7 | -1

Four compounds from above, limited to NR2E3 ag-1 and Peg3 promoter.
Molecule | NR2E3 ag-1 | Peg3 promoter
O=C(O)c1ccc(NC2=Nc3cccc4cccc2c34)cc1 | -32 | -161
C=CCn1c(NCc2ccc(N(C)C)cc2)nc2ccccc21 | -13 | -88
O=C(CCSc1ccccc1)Nc1ccccc1C(=O)N1CCCC1 | 20 | 11
O=C(COC(=O)Cn1cnc2ccccc21)Nc1cc2c(cc1Cl)C(=O)c1ccccc1C2=O | -43 | -235

Screening results as filed in PubChem BioAssay.

This is a subset. The share of hits here may be higher or lower than overall.
